# Compound activity from PubChem.
# Mdm2 MdmX PPI: inhibitors of human Mdm2/MdmX interaction; O15151+Q00987; inhibition, % at 8 µM; hit rate 3% among 330,000; SaOS-2 split-luciferase Mdm2/MdmX complementation, luminescence;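 active = inhibition of at least 50% at 8 µM in the primary screen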
# tim23-1 inh: inhibits growth of tim23-1 mutant yeast; S. cerevisiae tim23-1 growth, BacTiter-Glo luminescence, 24 h; inhibition, % at 20 µM; hit rate 1.3% among 330,000;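 active = growth inhibition of the mutant yeast at or above 50%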;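 also: temperature-sensitive mutant grown at 25 °C; plate controls were DMSO-treated mutant yeast for no effect and medium wells lacking yeast for full effect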
# tim10-1 inh: tim10-1 yeast growth inhibition. S. cerevisiae tim10-1 ts strain growth, BacTiter-Glo, 24 h. inhibition, % at 20 µM. hit rate 2.2% among 330,000;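 active = inhibition of at least 40%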;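 also: mutant grown at 25 °C; 0% = DMSO wells with yeast and 100% = wells holding no yeast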
# UPR XBP1 act: adaptive UPR (XBP1) activation | CHO-XBP1 luciferase reporter, IRE1-XBP1 UPR activation, luminescence; percent of tunicamycin response, DMSO as zero | activation, % at 20 µM | hit rate 0.33% among 330,000 | AID 463104;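 active = versus positive control, 20 µM dose yields 30% or more activation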;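 also: 100% = tunicamycin at 10 µg/mL and 0% = DMSO only wells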
#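 Assay system: IRE1-XBP1 luciferase reporter CHO line. Input: 1000 cells/well. Buffer or medium: F12 with 10% serum. Doses: 20 µM, 1% DMSO. Times: overnight seeding at 37 °C, 6 h compound treatment at 37 °C. Technique: Steady-Glo luciferase glow luminescence, 10 min after reagent addition.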
# UPR CHOP act: activators of apoptotic arm of unfolded protein response (CHOP). CHO-CHOP luciferase reporter, UPR activation, luminescence; percent of tunicamycin response over DMSO baseline. activation, % at 10 µM. hit rate 0.34% among 330,000;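 active = at 10 µM dose, activation of 40% or more, normalized to positive control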;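 also: 100% = tunicamycin at 10 µg/mL and 0% = DMSO alone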
#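 Assay system: CHO-CHOP cells, stable luciferase reporter of PERK-eIF2a-CHOP signalling / Buffer or medium: F12 plus 10% serum / Compound dosing: one dose, 10 µM in 0.5% DMSO / Times: 6 h compound treatment, 37 °C / Technique: luciferase luminescence / Read-out: % reporter activation, DMSO baseline versus tunicamycin full activation / Benchmarks: tunicamycin and DMSO controls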
# APJ agonist: APJ receptor agonism. P35414. CHO-K1 APJ PathHunter beta-arrestin, luminescence; 0% DMSO wells, 100% apelin. activation, % at 20 µM. hit rate 0.11% among 330,000. AID 2520;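 active = activation more than six SD over the plate average, tested at 20 µM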;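 also: 0% = DMSO alone and 100% = apelin-13 at 10 nM; some results filed as inactive read as strong as hits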
# Target sequence (P35414 whole entry, looked up): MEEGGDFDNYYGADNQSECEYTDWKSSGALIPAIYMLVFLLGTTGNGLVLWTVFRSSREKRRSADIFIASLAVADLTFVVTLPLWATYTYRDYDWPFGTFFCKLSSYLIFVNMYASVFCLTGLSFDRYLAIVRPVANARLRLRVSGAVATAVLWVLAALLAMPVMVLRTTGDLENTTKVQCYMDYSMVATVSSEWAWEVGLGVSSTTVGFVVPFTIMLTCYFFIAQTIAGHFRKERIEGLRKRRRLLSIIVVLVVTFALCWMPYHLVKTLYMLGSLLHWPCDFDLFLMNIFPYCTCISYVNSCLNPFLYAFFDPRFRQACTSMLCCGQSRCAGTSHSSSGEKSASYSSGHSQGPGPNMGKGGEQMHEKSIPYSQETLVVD
#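 Test system: CHO-K1 APJ beta-arrestin complementation cell line. Amount: cell density 1000 per well. Controls: DMSO negative, 10 nM Apelin-13 positive. Signal: luminescent beta-gal fragment complementation, chemiluminescent substrate. Read-out basis: agonist-driven arrestin binding to APJ. Timing: compound stimulation 90 min at 25 °C, detection 60 min.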
# APJ antagonist: APJ receptor antagonism | CHO-K1 APJ beta-arrestin complementation, luminescence | inhibition, % at 20 µM | hit rate 0.32% among 330,000 | AID 2521;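 active = inhibition above about 40% at 20 µM, limit read from the data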;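 also: cells challenged with 10 nM apelin-13 agonist together with compound; plate controls were apelin-13 plus DMSO wells for no effect and DMSO wells lacking apelin-13 for full effect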
# CXCR6 inh: blocks human CXCR6 beta-arrestin recruitment. CHO-K1 PathHunter CXCR6 beta-arrestin, luminescence. inhibition, % at 20 µM. hit rate 0.36% among 360,000. AID 602244; in the data active = inhibition above about 34%, passing the limit was not always enough;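 also: antagonist mode with CXCL16 agonist at 10 nM final; 0% = 10 nM CXCL16 with DMSO and 100% = unstimulated wells without agonist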
# Target sequence (O00574 whole entry, looked up): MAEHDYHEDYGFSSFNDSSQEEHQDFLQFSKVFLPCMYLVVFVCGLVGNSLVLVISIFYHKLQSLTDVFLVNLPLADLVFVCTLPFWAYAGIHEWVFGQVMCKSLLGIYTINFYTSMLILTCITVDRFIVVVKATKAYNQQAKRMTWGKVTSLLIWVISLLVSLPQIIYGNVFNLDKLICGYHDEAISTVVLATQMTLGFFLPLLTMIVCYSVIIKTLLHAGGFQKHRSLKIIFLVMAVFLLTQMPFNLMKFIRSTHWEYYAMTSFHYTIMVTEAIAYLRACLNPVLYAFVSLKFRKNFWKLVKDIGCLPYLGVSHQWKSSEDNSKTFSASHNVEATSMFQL
# TIM10 inh: inhibits growth of TIM10 yeast strain. inhibition, % at 10 µM. hit rate 1.4% among 330,000. S. cerevisiae TIM10 strain growth, BacTiter-Glo luminescence, 24 h;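 active = inhibition of 40% or more at the single tested concentration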;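 also: wild-type TIM10 isogenic control strain grown at permissive 25 °C; 0% = DMSO yeast wells and 100% = minimal medium wells without yeast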
# Active calls of the source: *; . = no result given. This is a subset; count on the stated rates, not on these rows.
SMILES,Mdm2 MdmX PPI,tim23-1 inh,tim10-1 inh,UPR XBP1 act,UPR CHOP act,APJ agonist,APJ antagonist,CXCR6 inh,TIM10 inh
CN(C(=O)COC(=O)c1ccc(Cl)nc1)C1CCS(=O)(=O)C1 (configuration not stated),-7,-4,3,-1,-1.0,-1,9,-3,13
N#Cc1cccc(NC(=O)Cc2ccccc2)c1,9,9,15,-1,1.3,0,3,1,-12
COC(c1ccccc1)c1nc2ccccc2[nH]c1=O (configuration not stated),7,12,4,-2,0.3,-2,12,6,-9
CCS(=O)(=O)c1ccc(-c2cccc(NC(=O)c3ccco3)c2)nn1,0,11,25,1,5.0,-2,13,4,-1
CCc1ccc(NC(=O)NCc2cccnc2)cc1,-2,-14,-3,-4,-0.4,-4,-16,-5,-6
O=C(Cc1c2ccccc2nc2ccccc12)c1ccccc1,2,5,6,-2,-0.4,-4,28,3,13
Cc1noc2c1C(c1ccc(N(C)C)cc1)C1=C(CC(C)(C)CC1=O)N2 (configuration not stated),-2,20,7,2,0.0,5,-30,3,13
CCOC(=O)c1cnc(-n2nc(C)cc2C)nc1NNc1nc(C)cc(C)n1,4,-1,21,-1,0.9,2,-12,-8,-16
COc1cccc(N=C(N)N=C(N)N)c1,-7,6,-11,0,-2.4,0,10,1,-7
CCOC(=O)c1cccc(-c2ccc(C=O)o2)c1,-8,17,14,1,6.1,2,7,-3,7
Cc1cccc2cc(-c3nc4c(C)cccn4c3NCc3ccco3)c(=O)[nH]c12,-20,25,11,-5,-3.9,-6,2,7,9
S=c1[nH]nc(-c2cc3ccccc3o2)n1Cc1ccccc1,29,45,33,2,2.7,-6,15,23,52*
O=c1cc(CO)oc(C(Nc2cccc([N+](=O)[O-])c2)c2ccccn2)c1O (configuration not stated),-15,-3,-2,-3,-0.1,-1,-76,-7,-2
O=C(Nc1nc(=O)c2ccccc2s1)c1ccccc1,-112,14,29,1,3.4,-4,16,-1,16
Cc1ccc(S(=O)(=O)/N=S(/c2ccccc2)C(C)C)cc1 (configuration not stated),-26,15,20,2,-0.6,-3,18,-2,14
NCCc1nc(-c2ccccc2)cs1,-6,10,2,-1,2.2,3,6,7,3
CCCCCN1CC(O)=C(c2ccccc2)C1=N,34,3,1,-3,-0.4,0,13,-6,-7
O=C(NCc1ccccc1Cl)c1ccc(S(=O)(=O)NCc2ccco2)cc1,3,26,4,-3,0.3,-6,18,-2,5
CN1CCN(CCCNC(=O)CCN2C(=O)COc3ccccc32)CC1,-12,10,17,-2,-1.3,-1,5,-6,-4
COc1ccccc1NS(=O)(=O)c1ccc(C)c(C(=O)Nc2cc(C)on2)c1,8,17,10,-3,-1.3,-5,-4,2,6
COCCN1CCn2c(nc3cc(NS(C)(=O)=O)ccc32)C1,3,7,10,0,0.3,0,8,-2,7
CCCc1c2ccccc2nc2ccccc12,7,13,24,0,-0.2,-2,5,-7,11
O=C(O)c1ccc(Nc2nc(-c3cccnc3)nc3ccccc23)cc1,12,15,-2,0,0.2,-4,6,.,-4
CC(C)c1nc(SCC(=O)Nc2ccc([N+](=O)[O-])cc2Br)n[nH]1,14,3,4,-5,-1.5,4,-6,-8,-5
Cc1ccc(-c2csc(NC(=O)Cc3ccc(F)cc3)n2)o1,-28,22,37,-2,0.8,-7,16,8,12
# Continued:
SMILES,Mdm2 MdmX PPI,tim23-1 inh,tim10-1 inh,UPR XBP1 act,UPR CHOP act,APJ agonist,APJ antagonist,CXCR6 inh,TIM10 inh
Cc1cc2c3c(c1)C1(C(=O)N3C(C)(C)CC2C)C(C#N)=C(N)OC2=C1C(=O)CC(C)(C)C2 (configuration not stated),6,15,6,-3,-1.9,-1,8,-3,13
CCOC(=O)c1cc2c(ccn2C)n1CC(=O)N1CCCC(C)C1 (configuration not stated),-24,11,7,-1,1.5,-1,4,-4,9
O=C(/C=C/c1ccccc1Cl)N(c1ccccn1)C1CCCCC1,17,45,14,-2,0.1,-4,-2,11,13
COc1ccc(Cn2c(=O)cc(N)n(-c3ccccc3C)c2=O)cc1,44,13,5,0,0.6,0,5,-2,11
CCOc1ccc(S(=O)(=O)Nc2nccs2)cc1,3,3,14,-1,-0.8,-1,-5,0,1
N#C/C(=C\c1ccccc1[N+](=O)[O-])c1nc(C2CC2)cs1,-20,40,33,1,2.4,4,-22,12,27
CCOCCn1c(CN2CCN(c3ccc(OC)cc3)CC2)nc2c1c(=O)n(C)c(=O)n2C,7,6,6,2,-0.1,-3,8,6,8
CCC(C)n1c(=N)c(C#N)cc2c(=O)n3ccccc3nc21 (configuration not stated),26,-24,-12,7,-0.8,-1,15,11,-23
Cc1cc(S(=O)(=O)N2CCC(N3CCCCC3)CC2)ccc1-n1cnnn1,9,-5,5,0,0.0,-3,-5,-17,-9
C=CCCC(=O)NC1CCCc2c1cnn2-c1ccccc1F (configuration not stated),-4,-3,-1,-5,-1.4,1,20,-5,-3
CCCCCOc1ccc(CSc2ncn[nH]2)cc1,-48,39,28,0,0.8,0,5,1,7
Cc1ccc(S(=O)(=O)NCC(=O)N2CCCCC2)cc1,11,10,-13,-1,5.2,-4,11,-2,7
COc1ccc(CCNC(=O)c2cc(-c3cc(Cl)cc(Cl)c3)oc2C)cc1,29,14,13,0,-0.8,-4,-7,3,5
CC1CC(C)CN(C(=O)c2cccc(N3C(=O)c4ccccc4C3=O)c2)C1 (configuration not stated),-13,32,8,-2,2.0,-3,11,-2,18
CCOC(=O)c1ccc(NC(=O)NCCc2cnc[nH]2)cc1,-1,-24,-7,-2,-0.1,0,-14,-16,-12
CCc1nc(-c2ccc(C)nc2OC)no1,11,-12,-2,-3,-3.0,-2,17,5,-4
Cc1nc(Cl)c(C#N)cc1-c1ccccc1,7,2,17,-2,0.2,-3,-14,5,2
Cc1csc2nc(CSc3nc4ccccc4o3)c(Br)n12,-105,41,33,7,5.8,-1,26,-5,39
CN(C)c1nc(OCCNC(=O)Nc2ccccc2)nc(N2CCOCC2)n1,1,5,8,1,-0.4,1,-3,-11,2
Cc1ccc(N2C(=O)CN=C2Nc2nc(C)cc(C)n2)cc1,19,3,-18,-2,-1.3,-4,16,2,10
O=C(CCC1CCCC1)N1CCC(N2CCN(c3ccccc3)CC2)CC1,12,-39,-21,-1,-0.1,-5,21,-5,-6
CN(C(=O)COC(=O)CCC(=O)c1ccc(F)cc1)C1CCCCC1,-8,3,5,0,-0.3,0,5,0,-9
CCOc1ccc(CCNC(=O)c2nn(C)c3c2CS(=O)(=O)c2ccccc2-3)cc1,25,12,19,-2,0.9,0,2,-2,11
Cc1nc(-c2ccc3c(c2)OCCO3)cs1,-67,21,6,2,8.2,-2,9,-10,8
CCc1cccc(NC(=O)Cn2cc3c(n2)CCCC3)c1,-38,19,4,1,1.9,-2,3,-1,2

# TIM10 inh: entries above that show a hit.
molecule | Mdm2 MdmX PPI | APJ agonist | APJ antagonist | CXCR6 inh | TIM10 inh
S=c1[nH]nc(-c2cc3ccccc3o2)n1Cc1ccccc1 | 29 | -6 | 15 | 23 | 52*

# New compounds follow.
SMILES,Mdm2 MdmX PPI,tim23-1 inh,tim10-1 inh,UPR XBP1 act,UPR CHOP act,APJ agonist,APJ antagonist,CXCR6 inh,TIM10 inh
COc1cccc(NC(=O)CN(C)C(=O)c2ccc3c(c2)C(=O)N(CCC(C)C)C3=O)c1,22,23,10,-2,0.2,-3,5,-4,8
O=C(NCCOC(=O)c1ccc(Cl)c(S(=O)(=O)N2CCCCC2)c1)c1ccncc1,1,15,19,-3,-0.3,3,-5,5,3
O=c1cc(CN2CCc3ccccc32)c2ccc(O)cc2o1,0,51*,44*,-3,-1.1,-1,-11,-2,20
Cc1ccnc(NC(=O)c2ccc3c(c2)OCO3)c1,-68,23,29,-2,-3.4,-3,-10,9,7
COC(=O)Cc1ccc(NC(=O)c2ccc(Br)o2)cc1,-20,2,-12,6,2.3,0,9,0,-4
CC1Cc2ccccc2N1C(=O)CN(C)S(=O)(=O)c1cccc2cccnc12 (configuration not stated),11,26,27,-1,0.0,-2,-2,-1,1
O=C(NC1CCCCCC1)C1c2ccccc2C(=O)N1Cc1cccs1 (configuration not stated),-10,17,4,0,0.9,-5,9,3,2
C=CCNC(=S)Nc1ccc(F)cc1F,6,9,14,-3,-0.5,0,-6,1,-3
C=CCN(C(C)=O)C1CC(=O)N(c2ccc(OCCC)cc2)C1=O (configuration not stated),6,8,10,-2,-1.4,2,7,-5,-13
Cc1ccc(C)c(S(=O)(=O)Nc2ccc(C(=O)N3CCCCC3)cc2)c1,7,5,1,-2,-2.0,-3,-38,2,17
O=C(c1ccco1)N1CCN(C(=S)Nc2cccc([N+](=O)[O-])c2)CC1,12,-2,1,-2,0.6,-1,6,11,14
Oc1ccccc1CNc1ccc(Br)cn1,78*,0,-12,0,4.1,18*,5,-8,-26
O=C1OCCN1CC(=O)N1CCc2c([nH]c3ccccc23)C1c1ccccn1 (configuration not stated),4,7,-1,-3,-2.1,-2,-8,-14,3
Cc1ccc(NC(=O)C2=C(C(=O)O)CCCC2)cc1Br,-17,-5,-16,-2,2.1,-3,5,6,-9
COCCn1nnnc1C(c1cccc(C(F)(F)F)c1)N1CCN(Cc2ccccc2)CC1 (configuration not stated),-13,6,18,6,-1.8,-2,7,11,7
CCN(CC)C(=O)COC(=O)c1ccc(O)cc1,-6,3,9,2,0.2,-1,4,0,2
Cn1c(=O)c(C(=O)CN2CCCc3ccccc32)c(N)n(Cc2ccccc2)c1=O,34,9,16,-1,1.2,-6,0,4,13
CC1CCN(S(=O)(=O)c2ccc3ncn(CC(=O)N(C)Cc4ccccc4)c(=O)c3c2)CC1,12,16,21,-2,-0.7,0,-8,7,20
Cc1ccc(S(=O)(=O)N(C)c2ccc(C(=O)Nc3c(C)n(C)n(-c4ccccc4)c3=O)cc2)cc1,14,11,5,-3,-0.6,2,-16,0,2
O=C(O)c1ccc(N2C(=O)CC(N3C(=O)/C(=C/c4ccc(Cl)cc4)SC3=S)C2=O)cc1 (configuration not stated),16,28,19,1,0.9,-2,-13,-12,3
O=C(Nc1cccc(C(F)(F)F)c1)c1cccnc1N1CCN(c2ccccc2)CC1,9,27,24,-3,-2.0,-6,17,-6,5
COc1cc(OC)cc(C(=O)NCCNC(=O)c2ccccn2)c1,-4,1,-21,-7,-1.6,-1,-11,5,15
COc1ccc(N(CC(=O)Nc2ccc(C)cc2C)S(=O)(=O)c2c(C)n[nH]c2C)cc1,18,-13,1,-2,-1.4,1,4,-1,9
CCn1c(C)[n+](CCOC(C)=O)c2cc(Cl)c(Cl)cc21,10,6,6,1,-0.2,-3,5,10,7
Cc1ccc(S(=O)(=O)C/N=C(/NC(=S)N(c2ccccc2)c2ccccc2)c2ccccc2)cc1,-8,24,16,-2,0.9,0,-5,-2,25

# Reformatted: 2 of the compounds above
structure	Mdm2 MdmX PPI	tim23-1 inh	tim10-1 inh	UPR XBP1 act	UPR CHOP act	APJ agonist	APJ antagonist	CXCR6 inh	TIM10 inh
O=C(NCCOC(=O)c1ccc(Cl)c(S(=O)(=O)N2CCCCC2)c1)c1ccncc1	1	15	19	-3	-0.3	3	-5	5	3
O=c1cc(CN2CCc3ccccc32)c2ccc(O)cc2o1	0	51*	44*	-3	-1.1	-1	-11	-2	20
